Screens (PubChem BioAssay)
NPR1 activator – GC-A (human) enzyme activation; actives 0.14% (n = 370,000); activation, % at 10 µM; P16066; HEK293 GC-A cells, cGMP TR-FRET, EC30 ANP; 0% at EC30 ANP, 100% saturating ANP; in the data active means activation above about 40%
PG9 binder – small molecules binding HIV-1 gp120 antibody PG9; inhibition, % at 6.7 µM; actives 0.43% (n = 360,000); TR-FRET gp120-PG9 antibody binding; in the data active means inhibition above about 8.5%
GC-B act – GC-B (human) receptor activation; HEK293-GC-B cells, CNP EC30, cGMP TR-FRET; 0% at EC30 CNP, 100% saturating CNP; activation, % at 10 µM; actives 0.11% (n = 370,000); AID 1920062;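 active means activation at 10 µM reaching about 35% in either raw or pattern-adjusted values, limit read from the data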
Target sequence (P20594 whole entry, looked up): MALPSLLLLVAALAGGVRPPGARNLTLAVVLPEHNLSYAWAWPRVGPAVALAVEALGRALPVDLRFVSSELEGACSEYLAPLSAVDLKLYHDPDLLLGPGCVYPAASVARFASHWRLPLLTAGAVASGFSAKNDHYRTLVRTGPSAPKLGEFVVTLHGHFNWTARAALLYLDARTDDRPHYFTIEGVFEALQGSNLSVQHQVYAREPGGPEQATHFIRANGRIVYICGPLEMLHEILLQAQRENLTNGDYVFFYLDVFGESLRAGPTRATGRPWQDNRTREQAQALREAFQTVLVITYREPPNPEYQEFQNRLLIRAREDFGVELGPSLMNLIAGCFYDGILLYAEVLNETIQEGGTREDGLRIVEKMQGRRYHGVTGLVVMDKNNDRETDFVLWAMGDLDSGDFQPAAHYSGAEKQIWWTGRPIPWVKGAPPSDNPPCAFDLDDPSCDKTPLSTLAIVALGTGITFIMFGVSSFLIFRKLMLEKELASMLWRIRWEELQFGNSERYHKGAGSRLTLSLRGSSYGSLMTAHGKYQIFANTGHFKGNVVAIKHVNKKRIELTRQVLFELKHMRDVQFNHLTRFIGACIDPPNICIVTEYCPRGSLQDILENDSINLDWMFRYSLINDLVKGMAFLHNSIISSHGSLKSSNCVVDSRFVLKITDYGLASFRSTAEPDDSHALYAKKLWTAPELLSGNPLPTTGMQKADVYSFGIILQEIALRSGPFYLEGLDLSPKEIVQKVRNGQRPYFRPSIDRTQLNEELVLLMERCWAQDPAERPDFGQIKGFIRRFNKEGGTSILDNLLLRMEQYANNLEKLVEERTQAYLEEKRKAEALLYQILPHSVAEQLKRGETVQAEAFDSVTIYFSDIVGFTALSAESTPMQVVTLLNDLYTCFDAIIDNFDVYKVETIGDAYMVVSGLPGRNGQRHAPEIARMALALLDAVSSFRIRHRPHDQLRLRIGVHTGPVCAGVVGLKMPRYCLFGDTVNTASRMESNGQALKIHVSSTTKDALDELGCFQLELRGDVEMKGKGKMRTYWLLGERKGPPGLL
ASAP1 inh – blocks human ASAP1-stimulated Arf1 GTP hydrolysis; Q9ULH1; GDP FP detection; inhibition, % at 16.5 µM; actives 0.19% (n = 360,000); AID 624377; in the data active means inhibition above about 25%;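 further: 0% = vehicle with enzyme and substrate and 100% = no enzyme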
ABHD4 inh – ABHD4 (mouse) inhibition, primary FP screen; Q8VD66; purified mABHD4, FP-Rh probe fluorescence polarization; inhibition, % at 8.92 µM; actives 0.54% (n = 370,000);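 active means inhibition exceeding the mean over every tested compound plus 3 SD, cut at about 30% in these data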;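 further: 0% = plate median of compound wells and 100% = S159A mutant with DMSO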
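Assay system: Wild-type mouse ABHD4 protein | Medium: HEPES pH 7.0 buffer, 150 mM NaCl, 0.01% Pluronic F-127 | Incubation: Enzyme–compound pre-incubation 45 min, then probe 60 min, both 25 °C | Technique: Fluorescence polarization with parallel and perpendicular emission, 525/598 nm | Evaluation: % inhibition of FP-Rh probe binding versus controls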
rCAG binder – r(CAG) repeat RNA binding. TO-PRO-1 dye displacement fluorescence. inhibition, % at 3 µM. actives 1.3% (n = 370,000);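 active means inhibition above the plate cutoff, the mean of all test compounds on that plate plus 3 SD, cut at about 35% in these data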;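 further: 0% = DMSO alone and 100% = 100 µM mitoxantrone as full dye displacement; higher means more dye released from RNA so lower well fluorescence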
SMARCA2 activ – activators of SMARCA2 function; MG213 cells, MMTV-luciferase reporter, dexamethasone, overnight; activation, % at 9.1 µM; actives 1% (n = 370,000); in the data active means activation above about 7.8%;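 further: 0% = vehicle wells and 100% = reference activator wells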
HTRA1 inhibitor – HTRA1 (human) protease inhibition; Q92743; recombinant HTRA1, FP-rhodamine activity-based probe, fluorescence polarization; inhibition, % at 5.96 µM; actives 0.5% (n = 340,000); AID 504803; in the data active means inhibition above about 36%;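 further: 0% = enzyme with DMSO and 100% = wells lacking enzyme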
ARFGAP1 inh – inhibits rat ARF GTPase activating protein 1. Q62848. Arfgap1-stimulated ARF1 GTP hydrolysis, GDP FP detection. inhibition, % at 16.5 µM. actives 0.26% (n = 360,000);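 active means inhibition above a per-plate limit, mean inhibition of low control wells plus 3 SD, cut at about 25% in these data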;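 further: 0% = DMSO wells with enzyme and 100% = wells lacking Arfgap1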
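Replicates: Single well per compound | Assay system: Truncated rat Arfgap1 GAP domain | Control set: No-Arfgap1 wells (100%) versus DMSO full-reaction wells (0%) | Times: Enzyme reaction 120 min at 25 °C after 20 min preincubation | Reagent: Human ARF1(Δ1-17)-GTP substrate | Measured by: Tracer-displacement fluorescence polarization with EDTA stop, 620/688 nm | Measure: Percent inhibition of Arfgap1-stimulated GTP hydrolysis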
Rev-erbA mod – modulators of human Rev-erb alpha DNA binding | activity, % at 10 µM | Rev-erbα–FITC-DNA binding, fluorescence polarization, 90 min | actives 0.79% (n = 370,000) | P20393 | AID 1259318;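 active means activity above about 14%, limit read from the data; passing the limit was not always enough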;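 further: 0% = DMSO wells with 35 nM protein and 100% = DMSO wells with 750 nM protein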
An asterisk follows results filed as active; x = not tested or not shown; & = joins results of further samples. Not all compounds are listed, so the mix of outcomes need not match the whole.

| Compound | NPR1 activator | PG9 binder | GC-B act | ASAP1 inh | ABHD4 inh | rCAG binder | SMARCA2 activ | HTRA1 inhibitor | ARFGAP1 inh | Rev-erbA mod |
| --- | --- | --- | --- | --- | --- | --- | --- | --- | --- | --- |
| CCC(=NCC1CCCO1)c1c(O)n(-c2ccc(OC)cc2)c(=O)[nH]c1=O (stereo unspecified) | 5 | 0.3 | 3 | -7 | -4 | -6 | -1 | 4 | 4 | -2 |
| Fc1ccc(CCNCc2ccc(Br)cc2)cc1 | -30 | 0.7 | -13 | -4 | 1 | -1 | -2 | 0 | 1 | 1 |
| CCc1ccc(N2C(=O)NC(=O)C(CCc3ccncc3)(CCc3ccncc3)C2=O)cc1 | -2 | -0.8 | 2 | -1 | 16 | 3 | -2 | 0 | -4 | 0 |
| Cc1cccc(NC(=O)CN2CCN(C(=O)COc3cccc(Br)c3)CC2)c1C | 2 | -0.4 | 8 | 5 | 4 | 0 | -2 | -3 | -10 | -1 |
| COc1ccc(CCN(C)Cc2ccc(F)cc2F)cc1OC | -4 | 0.9 | -1 | -17 | 3 | -10 | -4 | -6 | 0 | 0 |
| CN(C)C(=O)Oc1cc(OC(=O)N(C)C)cc(C(O)CNC(C)(C)C)c1 (stereo unspecified) | -1&3 | -1.5&-0.4 | 6&6 | 3&0 | -6&-10 | 1&3 | 5&2 | 0&2 | 2&-1 | -2&0&16 |
| COc1ccc2ccccc2c1CNCCc1ccccc1 | -47 | 0.6 | -28 | -13 | -5 | 8 | 0 | 6 | -1 | 0 |
| CN1C(=O)C(=Cc2c(OCc3cnc(Cl)s3)ccc3ccccc23)C(=O)N(C)C1=O | 4 | 0.6 | 3 | 4 | -13 | 5 | 0 | -19 | 8 | -1 |
| CC12CN3CC(C)(CN(C1)C3c1cccs1)C2O (stereo unspecified) | 5 | 0.1 | 4 | -17 | 0 | 1 | -1 | -1 | -6 | 2 |
| COc1cc(Br)cc(CN2CCN(C)CC2)c1O | 2 | x | 7 | x | x | x | x | 3 | x | 2 |
| CCN(C(=O)COC(=O)c1cc(C)n(C2CC2)c1C)c1ccccc1 | 0 | -0.3 | 4 | 5 | 5 | -1 | -3 | -8 | 5 | -6 |
| O=C1NC(=O)N(c2ccc3c(c2)OCO3)C(=O)/C1=C/c1ccc(N2CCCCC2)o1 | 0 | -2.8 | 3 | -15 | 1 | -30 | -2 | -4 | -8 | 9 |
| CCOc1ccc(N2C(=O)NC(=O)/C(=C\c3ccc(N4CCOCC4)cc3C)C2=O)cc1 | 2 | -2.1 | 3 | 4 | -8 | 12 | 1 | 0 | -13 | 2 |
| O=C(c1cc(-c2ccc(Cl)cc2)n(-c2ccc(Cl)cc2Cl)n1)N1CCOCC1 | -12 | 0.5 | -19 | 0 | -1 | -1 | 2 | -1 | -5 | 6 |
| Cc1c(CC(=O)N2C[C@H]3C[C@@H](C2)c2cccc(=O)n2C3)c(=O)oc2c(C)c(O)ccc12 | 3 | 1.6 | -3 | 2 | 5 | 2 | 0 | 12 | 5 | -9 |
| CCOC(=O)c1c(N)n(Cc2ccc(OC)cc2)c2nc3ccccc3nc12 | 46* | 0.5 | 44* | -9 | -8 | 1 | 2 | x | 10 | -3 |
| ClCCN(CCCl)c1ccc(-n2cnc3c(Cl)ncnc32)cc1 | -7 | 1.2 | -6 | -7 | 3 | 5 | 16* | 4 | 9 | -1 |
| COC(=O)C1=C(c2cccc(OCc3ccccc3)c2)C[C@@H]2CC[C@H]1N2C(=O)NCc1ccc(Br)cc1 | -4 | -0.1 | -3 | 1 | -1 | 2 | -1 | -44 | 3 | 0 |
| O=[N+]([O-])c1ccc(CNCCc2ccccc2)cc1 | -7 | -1.4 | -4 | 5 | 6 | -3 | 2 | 1 | 3 | -1 |
| CC1CCN(C(=O)COC(=O)c2cn(C)c3ccccc23)CC1 | -1 | -0.4 | 0 | 7 | 0 | -2 | 1 | -3 | 19 | -1 |
| Cc1cc(C)c(N=Cc2c(O)[nH]c(=O)[nH]c2=O)c(C)c1 | -4 | -1.9 | -2 | -2 | 2 | 0 | 1 | 2 | -8 | 5 |
| CN(C)P1(=O)N(C)CCN1C | 3 | 0.4 | -2 | 6 | 1 | 3 | -6 | x | -7 | -2 |
| O=C/C=C/c1ccccc1 | 0 | 0.4 | 3 | 7 | -2 | 1 | 4 | 5 | 8 | -1&4 |
| CN1CCc2nc3sc(C(=O)NC4CC4)c(N)c3cc2C1 | -4 | -14 | 1 | -7 | 6 | -2 | 1 | 4 | -2 | 0 |
| CCC1(c2ccccc2)C(=O)NC(=O)NC1=O | 5 | -0.2 | -3 | -6 | 1 | 2 | -4 | 0 | -8 | 0 |
| N#CCCn1cc(C=C2C(=O)NC(=O)NC2=O)c(-c2ccccc2)n1 | 1 | -2.9 | 2 | 16 | 4 | -2 | -2 | 1 | 5 | -8 |
| O=C(CNC1CCCCC1)N1CCC2(CC1)OCCO2 | -1 | 0.1 | 3 | 6 | 12 | -1 | -1 | -10 | -7 | -3 |
| Cc1cc(C(=O)N=Nc2c(O)n(C)c3ccccc23)c(C)o1 | -8 | 1.3 | -3 | 1 | 0 | 3 | 5 | 6 | 7 | -8 |
| CC1CCN(c2cc(Br)c([N+](=O)[O-])cc2F)CC1 | 3 | -0.5 | -4 | -9 | 6 | 2 | -3 | -6 | 9 | 2 |
| CCN1CCN(C(=O)Cc2ccccc2OC)CC1 | 5 | -0.7 | -3 | 14 | 0 | -2 | 2 | -1 | 3 | -1 |
| Nc1ccccc1C(=O)OCC(=O)N1CCc2ccccc21 | -1 | 0.7 | 2 | 14 | 2 | 3 | 8.7* | -9 | 10 | -2 |
| COc1ccccc1OC(=O)c1ccc(C)c(S(=O)(=O)N2CCOCC2)c1 | 0 | -0.6 | -4 | 5 | -6 | -3 | 1 | -6 | 2 | 2 |
| COc1ccc2nc(-c3ccc(CN4CCC(n5nnc6ccccc65)CC4)cc3)c(-c3ccccc3)nc2c1 | -2 | 2.1 | 10 | 0 | -12 | 10 | -3 | x | 12 | 4 |
| CCNc1nc(Cl)nc(NC(C)C)n1 | 3 | -0.1 | 3 | 2 | 5 | -4 | 1 | 1 | -3 | 1 |
| O=C1NCN(c2ccccc2)C12CCN(C(c1nnnn1C1CCCC1)C1CC1)CC2 (stereo unspecified) | -7 | 2.9 | -7 | -6 | 1 | 4 | -1 | x | 4 | 4 |
| COC(=O)C1=C(c2ccc(-c3ccccc3)c(F)c2)C[C@@H]2CC[C@H]1N2C(=O)N1CCC(C)CC1 | -3 | 2.0 | -4 | 4 | -15 | 13 | -1 | -25 | 4 | -1 |
| Cc1cc(/C=C2\C(=O)NC(=O)N(c3ccc(Cl)cc3)C2=O)c(C)n1-c1cccc(C(=O)O)c1 | 2 | 3.8 | 1 | 3 | 6 | 27 | 0 | 1 | -2 | -6 |
| COc1cccc(N2C(=O)/C(=C/c3ccc(C)o3)C(=O)NC2=S)c1 | 6 | -2.7 | -3 | 3 | 9 | 32 | 0 | -1 | -6 | 2 |
| Brc1csc(N2CCNCC2)n1 | 2 | x | 2 | x | -5 | x | x | x | x | -1 |
| COP(=O)(OC)C1(Nc2ccc(C)cc2)CCCCC1 | -2 | -1.8 | 1 | 8 | 5 | -3 | -4 | 4 | 7 | -7 |
| CN1C(=O)C(=Cc2coc3ccccc3c2=O)C(=O)N(C)C1=O | 4 | -3.0 | 2 | 7 | 0 | 2 | 0 | 1 | 2 | -2 |
| COc1ccc(CCC(C)NCCc2ccccc2)cc1 (stereo unspecified) | -10 | -0.3 | -6 | -6 | -12 | 3 | -1 | 2 | 13 | 6 |
| C=CCN1C(=O)NC(=O)/C(=C/c2ccc(OC)c(CSc3ccccn3)c2)C1=O | 5 | -3.1 | 1 | -11 | 11 | 0 | 0 | -13 | -5 | 0 |
| C=CCN1C(=O)CSc2ccc(C(=O)N3CCC4(CC3)OCCO4)cc21 | -2 | -0.5 | 5 | -2 | -2 | -6 | -1 | 4 | -1 | 5 |
| COC(=O)C1=C(c2cccc(C#N)c2)C[C@@H]2CC[C@H]1N2C(=O)NCCNC(C)=O | 2 | -1.6 | 3 | -3 | 2 | -2 | 0 | -2 | -13 | -5 |

An excerpt of these results, with values under each structure:
The line under a structure holds: NPR1 activator, PG9 binder, GC-B act, ASAP1 inh, ABHD4 inh, rCAG binder, SMARCA2 activ, HTRA1 inhibitor, ARFGAP1 inh, Rev-erbA mod
COc1cccc(N2C(=O)/C(=C/c3ccc(C)o3)C(=O)NC2=S)c1
→ 6, -2.7, -3, 3, 9, 32, 0, -1, -6, 2
Brc1csc(N2CCNCC2)n1
→ 2, x, 2, x, -5, x, x, x, x, -1
COP(=O)(OC)C1(Nc2ccc(C)cc2)CCCCC1
→ -2, -1.8, 1, 8, 5, -3, -4, 4, 7, -7
CN1C(=O)C(=Cc2coc3ccccc3c2=O)C(=O)N(C)C1=O
→ 4, -3.0, 2, 7, 0, 2, 0, 1, 2, -2
COc1ccc(CCC(C)NCCc2ccccc2)cc1 (stereo unspecified)
→ -10, -0.3, -6, -6, -12, 3, -1, 2, 13, 6
C=CCN1C(=O)NC(=O)/C(=C/c2ccc(OC)c(CSc3ccccn3)c2)C1=O
→ 5, -3.1, 1, -11, 11, 0, 0, -13, -5, 0
C=CCN1C(=O)CSc2ccc(C(=O)N3CCC4(CC3)OCCO4)cc21
→ -2, -0.5, 5, -2, -2, -6, -1, 4, -1, 5

(further entries)
| Compound | NPR1 activator | PG9 binder | GC-B act | ASAP1 inh | ABHD4 inh | rCAG binder | SMARCA2 activ | HTRA1 inhibitor | ARFGAP1 inh | Rev-erbA mod |
| --- | --- | --- | --- | --- | --- | --- | --- | --- | --- | --- |
| Cc1ccc(Oc2cc(NN3CCCCC3)c([N+](=O)[O-])cc2[N+](=O)[O-])c([N+](=O)[O-])c1 | 1 | -0.3 | -3 | -1 | -8 | 4 | 0 | -4 | 1 | 0 |
| CN1CCC2(O)OCCCC2C1 (stereo unspecified) | -4 | 0.2 | 5 | -8 | 2 | 1 | -1 | 2 | -6 | 0 |
| O=C1C2CCN(CC2)C1Cc1ccc(OCCOc2ccccc2)cc1 (stereo unspecified) | -4 | -0.2 | -2 | 0 | -1 | -3 | 0 | -4 | -5 | 0 |
| O=c1c2ccccc2nc(/C=C/c2ccc(O)cc2)n1-c1ccccc1O | -5 | -1.1 | 1 | 5 | -5 | 6 | -2 | -25 | 5 | -5 |
| O=C(/C=C/c1ccccc1)N1Cc2ccccc2-n2nncc2C1 | -2 | -0.1 | 1 | -7 | 1 | 1 | 0 | 6 | 4 | -9 |
| COC(=O)OCC12CCC(O1)C1(C)C(=O)OCC21 (stereo unspecified) | 4 | -1.0 | 2 | -8 | 3 | -2 | 0 | 3 | -4 | -7 |
| CN(C)[C@@H]1C(=O)C(C(N)=O)=C(O)[C@@]2(O)C(=O)C3=C(O)c4c(O)cccc4[C@@](C)(O)C3[C@H](O)C12 (stereo partly specified) | 8 | -2.4 | 3 | 6 | 68* | 55* | 1 | 43* | -3 | -7 |
